L3MBTL1 block: qHTS Assay for the Inhibitors of L3MBTL1; hit rate 0.66% among 230,000; AlphaScreen L3MBTL1–H3K9me1 peptide binding; Potency, µM (highest dose often 57.1 µM), for the others: top-dose activity, negative = inhibition, most hits filed as inhibitors; Lethal(3)malignant brain tumor-like protein 1 (Homo sapiens), Q9Y468; further: potency means the concentration at half of the fitted maximal effect; on the % scale 0 is the no-effect control and ±100 the full control effect; nearly all actives have a fitted effect of over 60% in size
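Displacement of a biotinylated histone H3(1-15) peptide monomethylated at Lys9 (75 nM) from L3MBTL1 (50 nM) was measured by AlphaScreen after a 30 min room-temperature compound incubation; cefsulodin titration served as intraplate control.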
IMPase Li inh: qHTS Assay for Identifying the Cell-Membrane Permeable IMPase Inhibitors: Potentiation with Lithium. CHO-M1 cells, IP1 TR-FRET (IP-One), carbachol + lithium. AID 1457, 2008. hit rate 0.35% among 210,000. Potency, µM (titrated, usually from 59.4 µM), inactives show at the highest dose activity, negative = IMPase inhibition, hits mostly inhibitors;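 further: IP1 builds up when IMPase is blocked and the TR-FRET signal falls; potency means the concentration at half of the fitted maximal effect; plate controls were basal vehicle for no effect and high inhibitor control for full effect; nearly all actives have a fitted effect of over 50% in size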
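Test compounds were applied to CHO-M1 cells previously cultured for 16–30 h at 2000 per well. A small lithium amount accompanied them; after 30 min at 37C, IP1 was quantified by TR-FRET.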
Luc counter: Counterscreen for Luciferase (Kinase-Glo TM) Inhibition. Kinase-Glo luciferase, ATP luminescence, 8 min. hit rate 0.28% among 200,000. Potency, µM (doses to about 38.3 µM), inactives show top-dose activity change, negative = inhibition, actives largely listed as inhibitors. AID 1379, 2008; further: potency means the concentration at half of the fitted maximal effect; on the % scale 0 is the no-effect control and ±100 the full control effect; nearly all actives have a fitted effect of over 60% in size
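Compounds were added to a substrate mix at pH 7.2 (50 mM imidazole, 10 uM ATP, within the enzyme's linear range), followed by Kinase-Glo detection reagent; luminescence was measured after 8 minutes at ambient temperature.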
CBFb RUNX1 block: qHTS Assay for Compounds Blocking the Interaction Between CBF-beta and RUNX1 for the Treatment of Acute Myeloid Leukemia; Runt-related transcription factor 1 (Homo sapiens) + Core-binding factor subunit beta …; AlphaScreen CBFb-His/RUNX1-biotin binding, biochemical; Potency, µM (highest dose often 59.8 µM), for the others: at the top dose activity, negative = inhibition, hits mostly inhibitors; 230,000 tested, under 10 active; AID 1477, 2009; further: % of control where 0% means no effect
Target sequence (Q01196 whole entry, looked up): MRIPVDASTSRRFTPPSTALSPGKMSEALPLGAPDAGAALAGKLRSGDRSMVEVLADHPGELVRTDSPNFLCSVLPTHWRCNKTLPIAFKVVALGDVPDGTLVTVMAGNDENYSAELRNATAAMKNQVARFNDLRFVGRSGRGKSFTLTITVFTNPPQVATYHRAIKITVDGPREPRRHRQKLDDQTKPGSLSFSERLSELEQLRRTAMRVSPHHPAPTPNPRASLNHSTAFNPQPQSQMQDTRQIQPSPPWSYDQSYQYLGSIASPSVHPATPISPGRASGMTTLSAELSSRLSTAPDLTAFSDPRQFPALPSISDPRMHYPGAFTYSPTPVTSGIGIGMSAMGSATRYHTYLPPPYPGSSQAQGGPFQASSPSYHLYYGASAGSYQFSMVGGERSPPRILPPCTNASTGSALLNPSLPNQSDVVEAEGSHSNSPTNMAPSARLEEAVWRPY
Target sequence (Q13951 whole entry, looked up): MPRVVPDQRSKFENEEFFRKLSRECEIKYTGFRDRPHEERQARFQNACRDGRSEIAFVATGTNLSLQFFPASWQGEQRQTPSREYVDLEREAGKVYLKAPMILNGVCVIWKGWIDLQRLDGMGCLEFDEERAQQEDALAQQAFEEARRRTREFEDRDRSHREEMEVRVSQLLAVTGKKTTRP
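Bead-based AlphaScreen assay; binding partners His-tagged CBF-beta and biotinylated RUNX1 at 30 nM each. Compound exposure 15 min after a 20-min protein preincubation; bead step 90 min; all steps at room temperature.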
NPSR antagonist: qHTS Assay for Antagonists of the Neuropeptide S Receptor: cAMP Signal Transduction; hit rate 1% among 220,000; CHO-NPSR cells, cAMP TR-FRET, antagonist mode; Potency, µM (doses to about 38.3 µM), for the others: top-dose activity change, negative = inhibition, usual class: inhibitors; further: potency means the concentration at half of the fitted maximal effect; on the % scale 0 is the no-effect control and ±100 the full control effect; nearly all actives have a fitted effect of over 50% in size; many of its hits are not listed in these tables
Target sequence (Q6W5P4 whole entry, looked up): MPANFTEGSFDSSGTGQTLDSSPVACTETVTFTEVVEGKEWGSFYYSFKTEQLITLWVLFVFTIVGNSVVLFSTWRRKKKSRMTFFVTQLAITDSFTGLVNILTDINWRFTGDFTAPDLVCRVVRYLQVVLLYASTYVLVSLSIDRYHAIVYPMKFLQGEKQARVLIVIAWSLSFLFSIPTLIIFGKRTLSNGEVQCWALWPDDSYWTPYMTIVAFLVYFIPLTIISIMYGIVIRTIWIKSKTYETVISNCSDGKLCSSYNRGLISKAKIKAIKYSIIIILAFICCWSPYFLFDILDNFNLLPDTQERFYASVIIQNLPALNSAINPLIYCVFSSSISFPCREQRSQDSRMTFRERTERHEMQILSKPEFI
Epigenetic reg: Quantitative High-Throughput Screen for Regulators of Epigenetic Control; Potency, µM (top dose mostly 53.9 µM), for the others: at the highest dose GFP activation, actives largely listed as activators; murine LDR cells, GFP reporter derepression, 30 h; AID 1865, 2009; hit rate 0.2% among 280,000; further: potency means the concentration at half of the fitted maximal effect; % of control where 0% means no effect; nearly all actives have a fitted effect of over 60% in size
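Murine LDR cells carrying a silenced, genomically integrated CMV-driven GFP reporter were exposed to compound for 30 hours at 37 C. After PBS washes, GFP-positive cells (20–120 um objects) were counted by laser-scanning microplate cytometry.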
HttQ103 aggreg: qHTS Multiplex Assay to Identify Dual Action Probes in a Cell Model of Huntington: Aggregate Formation (GFP); PC12 HttQ103-GFP aggregates, Acumen cytometry, 40 h; Potency, µM (top dose mostly 46.1 µM), for the others: at the top dose activity change, negative = inhibition, usual class: inhibitors; hit rate 1.1% among 220,000; AID 1688, 2009; further: potency means the concentration at half of the fitted maximal effect; on the % scale 0 is the no-effect control and ±100 the full control effect; nearly all actives have a fitted effect of over 60% in size
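Aggregates are detected as GFP objects 1–25 µm with signal 6 STDEV over background in lysates of induced PC12 cells. These carry Huntingtin exon 1 with 103 glutamines fused to GFP under an ecdysone promoter; compounds titrated.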
* = called active by the depositor; u = inconclusive; x = no result given; & = joins results of further samples; [ ] = remark or other dose. The call rests on the fitted dose curve; in most records, active means well fitted curve in the direction sought with a large enough effect; inconclusive means small, poorly fitted or top-dose-only effect, or another doubt; inactive means no such curve, though single readings can be large; an effect the other way counts as inactive or inconclusive. Not all compounds are listed, so the mix of outcomes need not match the whole.

SMILES	L3MBTL1 block	IMPase Li inh	Luc counter	CBFb RUNX1 block	NPSR antagonist	Epigenetic reg	HttQ103 aggreg
COc1ccc(-c2nc3c4ccccc4ccn3c2CN2CCCCC2)cc1	-4%	12%	0%	-10%	-57%	-0.1%	-13%
COc1cccc(-c2ccc(SCC(=O)N3CCOCC3)nn2)c1	0%	6%	-18%	-3%	9%	3.9%	3%
CC(=O)c1cn(CC(=O)Nc2c(C)cccc2C)c2ccccc12	-1%	-2%[38.3 µM]	2%	1%	0%[46.1 µM]	0.0%	-32%
S=c1[nH]nc(-c2cccc(Cl)c2)n1/N=C/c1ccco1	x	x	x	14%	-16%	-2.7%	26%[9.22 µM]
O=C(Nc1ccc(N2CCOCC2)cc1)c1c(F)cccc1Cl	x	-2%	-2%	6%	3%	0.2%	8%
COc1ccc(N=C(N)N=C(N)N)c(OC)c1	1%	-11%	-3%	-2%	14%	1.0%	11%
C=CCn1c(C)cc(C2=NNC(=NC(C)(C)C)SC2)c1C	-4%	5%	u	-18%	-14%	-3.0%	-11%
Fc1ccc(C2=Nn3c(Cc4ccccc4F)nnc3SC2)cc1	1%	17%[38.3 µM]	-1%	1%	-13%[46.1 µM]	-1.2%	13%
CCNS(=O)(=O)c1ccc(NC(=O)Nc2ccccc2OC)cc1	-9%	-1%	2%	-8%	19%	2.5%	-14%[9.22 µM]
CC(=O)c1cccc(NC(=O)c2ccc(S(=O)(=O)N3CCCCC3)cc2)c1	u	12%[38.3 µM]	4%	15%	-16%[46.1 µM]	-3.0%	u
CN(C)c1ccnc2sc(C(=O)c3ccccc3)c(N)c12	22%	2%	-3%	u	-1%	-3.0%	u
CCCN(CCC)CCCNC(=O)CS(=O)Cc1nc(-c2ccc(OC)c(OC)c2)oc1C (stereo unspecified)	4%	10%[38.3 µM]	0%	-2%	-17%[46.1 µM]	0.9%	2%
CC(=O)NC1=NN(C(C)=O)C(C)(CCS(=O)(=O)c2ccc(Cl)c(Cl)c2)S1 (stereo unspecified)	-1%	4%	1%	9%	-6%	-1.1%	29%
CC1(C)NC(=O)N(CC(O)COc2ccc(N3C(=O)c4ccccc4C3=O)cc2)C1=O (stereo unspecified)	6%	x	3%	0%	-6%[46.1 µM]	-1.0%	-3%
COc1cc(C(=S)N2CCN(c3cccc(Cl)c3)CC2)ccc1O	-29%	13%	1%	-18%	3%	5.8%	3%[9.22 µM]

4 compounds from above, arranged by their value in NPSR antagonist, ascending.
mol | IMPase Li inh | CBFb RUNX1 block | NPSR antagonist | Epigenetic reg | HttQ103 aggreg
C=CCn1c(C)cc(C2=NNC(=NC(C)(C)C)SC2)c1C | 5% | -18% | -14% | -3.0% | -11%
CN(C)c1ccnc2sc(C(=O)c3ccccc3)c(N)c12 | 2% | u | -1% | -3.0% | u
COc1cc(C(=S)N2CCN(c3cccc(Cl)c3)CC2)ccc1O | 13% | -18% | 3% | 5.8% | 3%[9.22 µM]
CCNS(=O)(=O)c1ccc(NC(=O)Nc2ccccc2OC)cc1 | -1% | -8% | 19% | 2.5% | -14%[9.22 µM]

(list continues)
SMILES	L3MBTL1 block	IMPase Li inh	Luc counter	CBFb RUNX1 block	NPSR antagonist	Epigenetic reg	HttQ103 aggreg
CCCCc1nnc(NC(=O)C=C(C)C)s1	4%	6%	3%	-2%	27%[46.1 µM]	-0.8%	-2%
Cc1ccnc(SCc2cc(=O)c(OC(=O)c3ccc(Cl)c([N+](=O)[O-])c3)co2)n1	23%	-10%	0%	u	8%	0.0%	0%
Cn1cc(Br)c(-c2cccc(N3C(=O)CC(C)(C)CC3=O)c2)n1	-9%	x	x	3%	-6%[7.67 µM]	-0.3%	11%[9.22 µM]
COc1ccc(/C(O)=C2/C(=O)C(=O)N(CCN(C)C)C2c2ccccn2)cc1OC (stereo unspecified)	x	23%[38.3 µM]	-5%	-21%	-3%[46.1 µM]	-0.1%	-12%
Cc1c(N2C(=O)c3cccc4cccc(c34)C2=O)c(=O)n(-c2ccccc2)n1C	x	-25%[38.3 µM]	-2%	1%	-16%[46.1 µM]	-0.7%	-7%
O=C1c2ccccc2C(=O)c2[nH]cnc21	2%	x	x	-8%	-19%	-0.3%	2%[9.22 µM]
Cc1nc2nc(-c3cccnc3)[nH]n2c(=O)c1C	x	9%[38.3 µM]	-9%	-3%	-4%[46.1 µM]	-4.4%	-3%[9.22 µM]
O=C(Nc1ccccc1)N1CCN(C(=O)Nc2ccccc2)CC1	5%	-2%	2%	3%	5%	2.2%	26%
Cc1ccc(OCC(=O)NC2CCCc3ccccc32)c(C)c1 (stereo unspecified)	17%	5%	0%	15%	-28%	4.6%	8%
CCOc1ccccc1N	-7%	7%	x	3%[21.7 µM]	x	x	x
NC(CCC(=O)NCS(=O)(=O)O)C(=O)O (stereo unspecified)	x	2%&0%	2%	6%&4%	-3%[46.1 µM]	-0.1%&2.9%	x
O=C(O)C1CC=CCC1C(=O)Nc1ccccc1C(=O)N1CCN(c2ccc(F)cc2)CC1 (stereo unspecified)	5%	-1%	-3%	0%	6%	-1.0%	-12%
O=C(O)CC/C(=N\NC(=O)CNC(=O)c1ccc(F)cc1)c1ccccc1	6%	x	x	-4%	u	2.2%	9%[9.22 µM]
COCCOC(=O)C1=C(C)NC2=C(C(=O)CC(C)(C)C2)C1c1ccc(N(C)C)cc1 (stereo unspecified)	-3%	3%[38.3 µM]	-1%	1%	-13%[46.1 µM]	0.2%	4%
CCCN1C2=NCCN2c2cc(C)c(C)cc21	8%	9%[38.3 µM]	2%	3%	2%[46.1 µM]	-1.0%	-17%

A few values from above:
COc1cc(C(=S)N2CCN(c3cccc(Cl)c3)CC2)ccc1O | L3MBTL1 block: -29%
COCCOC(=O)C1=C(C)NC2=C(C(=O)CC(C)(C)C2)C1c1ccc(N(C)C)cc1 (stereo unspecified) | L3MBTL1 block: -3%
Cn1cc(Br)c(-c2cccc(N3C(=O)CC(C)(C)CC3=O)c2)n1 | CBFb RUNX1 block: 3%

(listing goes on)
SMILES	L3MBTL1 block	IMPase Li inh	Luc counter	CBFb RUNX1 block	NPSR antagonist	Epigenetic reg	HttQ103 aggreg
COc1ccccc1Oc1ccc2c(c1)C(=O)N(c1cccc(O)c1)C2=O	-5%	3%[38.3 µM]	-1%	-5%	-19%[46.1 µM]	-1.1%	-13%
Cc1ccc2c(CNCc3ccco3)cc(=O)oc2c1	33%	7%	2%	1%	-6%	-0.1%	28%
Cc1ccc(S(=O)(=O)N2C(=O)/C(=C3\SC(=S)NC3=O)c3ccccc32)cc1	x	x	x	6%	9%	1.1%	0.79µM*
Cc1nc2cc(NCc3cccs3)ccc2n1C	x	23%	8%	-2%	-6%	0.0%	u
O=C(NCCCCc1ccccc1)C1CC(c2cccc(F)c2)=NO1 (stereo unspecified)	x	x	x	u	6%	-2.3%	-17%[9.22 µM]
Cc1cccc(OCC(=O)OC2CCN(C)CC2)c1	-8%	11%	0%	3%	5%[46.1 µM]	-2.0%	2%
Cc1ccc(OCC(=O)Nc2ccc(N3CCCC3)cc2)cc1C	-24%	21%[38.3 µM]	-5%	u	-13%[46.1 µM]	-3.1%	-17%
Cc1ccc(S(=O)(=O)n2nc(OC(=O)C3CCCCC3)cc2N)cc1	-2%	3%[38.3 µM]	-5%	0%	13%[46.1 µM]	-1.0%	-13%
Cc1csc2c(NCCCN3CCOCC3)ncnc12	0%	x	x	-1%	-24%	-0.2%	15%[9.22 µM]
C=C(C)C1Cc2c(C)nn(-c3cccc4cccnc34)c2C1 (stereo unspecified)	2%	x	x	1%	-4%	2.7%	-18%[9.22 µM]
COC(=O)c1ccc(NC(=O)C2C3CCC(C3)C2C(=O)O)cc1 (stereo unspecified)	x	-6%[38.3 µM]	1%	8%	-1%[46.1 µM]	1.5%	-10%
Cc1nn(-c2ccccc2)c2nc(-c3cccs3)cc(C(=O)NN)c12	x	-18%	-2%	14%	-24%	0.0%	-24%
Cc1nn2cc(-c3ncc(C(F)(F)F)cc3Cl)cnc2c1Br	x	u	u	-13%	-35%	1.1%	-29%
CCOC(=O)N1CCC(N2CCCC(CO)(Cc3cccc(Cl)c3)C2)CC1 (stereo unspecified)	-1%	19%	0%	-3%	23%	-5.6%	17%
COCCn1c(SCC(=O)Nc2cccc(OC)c2)nnc1-c1ccc(Cl)cc1	44%[activator][11.4 µM]	25%[38.3 µM]	0%	5%	-3%[46.1 µM]	-2.1%	10%
CCCCCCN1C=CC(=C/C=C(\C#N)C(=O)OCC)C=C1	-15%	9%[38.3 µM]	-2%	-19%	-27%[46.1 µM]	10µM*	-29%
CNC(=O)C1CC(=O)N(c2ccc(F)c(Cl)c2)C1 (stereo unspecified)	-4%	-9%[38.3 µM]	5%	4%	18%[46.1 µM]	-1.1%	-3%
CCOC(=O)c1ccc(C(=O)OCC)c(NC(=S)Nc2ccc([N+](=O)[O-])cc2OC)c1	39%	1%	-4%	-4%	-11%	1.0%	7%
C=CCn1c(SCC(=O)N2CCc3ccccc3C2)nc2sc(CC)cc2c1=O	-2%	20%	3%	-5%	-20%	-1.0%	u
Cc1nn(C)c(C)c1C(=O)NN	x	30%[activator][38.3 µM]	-3%	7%	-2%[46.1 µM]	0.0%	-12%

Six entries already listed, ordered by length of the SMILES, falling.
SMILES	L3MBTL1 block	IMPase Li inh	Luc counter	CBFb RUNX1 block	NPSR antagonist	Epigenetic reg	HttQ103 aggreg
CCOC(=O)c1ccc(C(=O)OCC)c(NC(=S)Nc2ccc([N+](=O)[O-])cc2OC)c1	39%	1%	-4%	-4%	-11%	1.0%	7%
C=CCn1c(SCC(=O)N2CCc3ccccc3C2)nc2sc(CC)cc2c1=O	-2%	20%	3%	-5%	-20%	-1.0%	u
Cc1nn(-c2ccccc2)c2nc(-c3cccs3)cc(C(=O)NN)c12	x	-18%	-2%	14%	-24%	0.0%	-24%
Cc1nn2cc(-c3ncc(C(F)(F)F)cc3Cl)cnc2c1Br	x	u	u	-13%	-35%	1.1%	-29%
CNC(=O)C1CC(=O)N(c2ccc(F)c(Cl)c2)C1 (stereo unspecified)	-4%	-9%[38.3 µM]	5%	4%	18%[46.1 µM]	-1.1%	-3%
Cc1nn(C)c(C)c1C(=O)NN	x	30%[activator][38.3 µM]	-3%	7%	-2%[46.1 µM]	0.0%	-12%

Screening data as filed in PubChem.
